hIAP block = human IAP inhibitors, primary screen, biochemical, luminescence, uHTS; Intestinal-type alkaline phosphatase (Homo sapiens), P09923; purified IAP, CDP-Star luminescence, 30 min; inhibition, % at 10 µM; 330,000 tested, 0.12% active; AID 2544, 2010;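 active = inhibition reaching a set limit with compound at 10 µM in the primary screen, cut at about 35% in these data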;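 also: plate controls were DMSO wells with enzyme for no effect and no-enzyme buffer wells for full effect; values of inactives mirror those of a sister screen read the other way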
mIAP act = activators of mouse IAP, primary screen, biochemical, luminescence, uHTS | intestinal alkaline phosphatase [Mus musculus] | muIAP, CDP-Star luminescence, 30 min; hits give high values; 1 = vehicle-only enzyme signal, 0 = enzyme-free wells | activation factor at 10 µM | 330,000 tested, 0.24% active | AID 2805, 2010;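 active = activation factor of at least 2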; also: the source names both 10 and 20 µM as test concentration; values of inactives mirror those of a sister screen read the other way
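System: mouse IAP enzyme. Reagent: CDP-Star chemiluminescent phosphatase substrate. Benchmarks: DMSO wells, no-enzyme wells. Times: 30 min enzyme-substrate-compound incubation at room temperature. Detection: luminescence from enzymatic CDP-Star hydrolysis. Doses: test compounds delivered from DMSO solution.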
NALP3 yeast inh = NALP3 inflammasome inhibitors in reconstituted yeast, primary screen, luminescence, uHTS | AID 2825, 2010 | 330,000 tested, 0.39% active | Yeast reconstituted NLRP3/ASC/caspase-1, beta-gal luminescence, 24 h | inhibition, % at 10 µM;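 active = inhibition of 50% or more; inactive = inhibition below 50%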;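 also: plate controls were induced DMSO wells for no effect and uninduced yeast grown without galactose for full effect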
A3G deaminase = APOBEC3G DNA deaminase inhibitors, primary screen, biochemical, fluorescence, single-stranded DNA substrate, uHTS | DNA dC->dU-editing enzyme APOBEC-3G (Homo sapiens), Q9HC16 | inhibition, % at 20 µM | AID 493012, 2011 | 330,000 tested, 0.28% active | recombinant A3G, ssDNA deamination FAM/TAMRA fluorescence;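 active = inhibition of at least 40% at 20 µM, with no more than 30% in the related APOBEC3A deaminase screen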;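 also: plate controls were DMSO wells with A3G for no effect and wells lacking A3G enzyme for full effect; some compounds called inactive have numbers as strong as hits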
Target sequence (Q9HC16 whole entry, looked up): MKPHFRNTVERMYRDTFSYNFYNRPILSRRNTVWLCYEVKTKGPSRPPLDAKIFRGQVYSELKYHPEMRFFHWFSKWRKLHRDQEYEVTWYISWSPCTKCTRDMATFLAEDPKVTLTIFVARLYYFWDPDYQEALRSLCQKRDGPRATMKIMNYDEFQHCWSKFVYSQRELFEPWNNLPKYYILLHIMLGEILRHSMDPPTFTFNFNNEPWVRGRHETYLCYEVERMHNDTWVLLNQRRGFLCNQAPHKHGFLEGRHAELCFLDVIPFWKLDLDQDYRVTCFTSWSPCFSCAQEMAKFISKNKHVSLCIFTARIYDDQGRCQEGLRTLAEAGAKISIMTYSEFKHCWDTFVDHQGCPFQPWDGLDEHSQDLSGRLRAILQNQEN
MIN6 prolif = inducers of MIN6 beta-cell proliferation, primary screen, ATP luminescence, uHTS. AID 2380, 2010. MIN6 cells proliferation, ATPlite luminescence, 48 h; cells starved in 0.2% serum; 100% = growth in 10% serum. 330,000 tested, 0.29% active. proliferation, % at 10 µM;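 active = compounds whose signal lies at least 3.5 SD above the mean of all wells on their plate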;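 also: 0% = DMSO-treated cells in low-serum medium and 100% = 10% serum control; some compounds called inactive have numbers as strong as hits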
hIAP act = human IAP activators, primary screen, biochemical, luminescence, uHTS; purified human IAP, CDP-Star luminescence, 30 min; hits give high values; 1 = vehicle-only enzyme, 0 = enzyme-free background; activation factor at 10 µM; 330,000 tested, 0.16% active; AID 2524, 2010;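 active = activation factor of the enzyme at least 2-fold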; also: the source names both 10 and 20 µM as test concentration; values of inactives mirror those of a sister screen read the other way
APOBEC3A inh = APOBEC3A ssDNA deaminase inhibitors, primary screen, selectivity assay for APOBEC3G inhibitor project, biochemical, FAM/TAMRA oligo cleavage fluorescence | DNA dC->dU-editing enzyme APOBEC-3A (Homo sapiens), P31941 | recombinant A3A, FAM/TAMRA ssDNA deamination fluorescence | inhibition, % at 20 µM | 330,000 tested, 0.41% active | AID 493011, 2011;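 active = at least 40% inhibition at 20 µM here, with at most 30% in a related deaminase screen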;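 also: plate controls were A3A with DMSO for no effect and wells lacking A3A enzyme for full effect; some results filed as inactive read as strong as hits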
Target sequence (P31941 whole entry, looked up): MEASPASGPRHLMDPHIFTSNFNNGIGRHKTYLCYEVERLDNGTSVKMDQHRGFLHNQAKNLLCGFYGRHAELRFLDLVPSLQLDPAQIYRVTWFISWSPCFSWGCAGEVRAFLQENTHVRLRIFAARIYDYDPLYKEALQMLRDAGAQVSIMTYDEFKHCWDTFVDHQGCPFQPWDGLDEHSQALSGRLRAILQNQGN
SENP1 inh = human SENP1 catalytic domain inhibitors, primary screen, biochemical, FRET, uHTS; AID 624204, 2012; recombinant SENP1 catalytic domain, CyPet-SUMO1-YPet FRET cleavage; 360,000 tested, 0.21% active; inhibition, % at 10 µM;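 active = inhibition at least 30% at 10 µM, raw YFP signal under a set limit, fluorescence ratio 0.5 to 1.5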;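 also: 0% = enzyme with DMSO and 100% = no enzyme wells; some results filed as inactive read as strong as hits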
Target sequence (Q9P0U3 419-644 limits assumed): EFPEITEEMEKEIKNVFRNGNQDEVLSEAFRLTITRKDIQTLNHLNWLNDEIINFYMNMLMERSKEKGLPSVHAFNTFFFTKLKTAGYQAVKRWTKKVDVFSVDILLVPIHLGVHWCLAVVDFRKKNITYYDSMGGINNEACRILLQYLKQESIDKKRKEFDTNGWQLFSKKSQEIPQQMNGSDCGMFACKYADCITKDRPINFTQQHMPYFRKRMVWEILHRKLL
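Material: hSENP1 catalytic domain, recombinant; medium: Tris pH 8 with BME, BSA, NP40 and catalase; compound: single concentration of 10 µM compound, 0.5% DMSO final; technique: FRET read of cyan and yellow fluorescence; timing: 50 min enzyme reaction, room temperature, light-protected; reagent: SFCypet-SUMO1-SFYpet substrate at 25 nM; control set: no-enzyme low, enzyme-DMSO high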
mIAP block = inhibitors of mouse IAP, primary screen, biochemical, luminescence, uHTS; intestinal alkaline phosphatase [Mus musculus]; purified mouse IAP, CDP-Star luminescence, 30 min; inhibition, % at 10 µM; 330,000 tested, 0.2% active; AID 2806, 2010;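 active = inhibition of at least 40% at 10 µM in the primary screen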;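 also: plate controls were DMSO with enzyme for no effect and no enzyme wells for full effect; values of inactives mirror those of a sister screen read the other way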
The depositor's hits bear a star; nt = no result given. Only part of the results is shown; count on the stated rates, not on these rows.

SMILES,hIAP block,mIAP act,NALP3 yeast inh,A3G deaminase,MIN6 prolif,hIAP act,APOBEC3A inh,SENP1 inh,mIAP block
O=C(CCC1CCCN(Cc2ccncc2)C1)NCc1ccc(F)c(F)c1 (stereo not given),-7,1.1,4,-13,-3,1.1,-5,1,-11
CCN(CC)CCN(C(=O)C1=COCCO1)c1nc2cc3c(cc2s1)OCO3,-4,1,11,-5,1,1,0,0,0
Cc1cccc(C2c3[nH]c4ccccc4c3CCN2C(=O)c2ocnc2C)n1 (stereo not given),0,0.95,1,-7,-2,1,-2,-2,5
Cc1cccc(C)c1NC(=S)NN1CCN(C)CC1,0,1,18,-12,-1,0.99,-7,-1,-1
O=C(COc1ccc(Cl)cc1Br)NC1CC1,16,0.99,24,-10,4,0.83,-4,0,1
Cc1cc(C)c(C)c(S(=O)(=O)Nc2ccccc2N2CCOCC2)c1C,11,0.94,12,-5,-4,0.89,-1,1,6
Cc1cc(C)c(C#N)c(SCC(=O)Nc2c(C)n(C)n(-c3ccccc3)c2=O)n1,-12,0.94,14,-1,-5,1.1,2,-2,6
Cc1ccc(NC(=O)COc2ccccc2)c(NC(=O)c2ccccc2C)c1,-27,1.1,11,-2,-1,1.3,1,0,-13
O=C(NCC(=O)N1CCN(C/C=C/c2ccccc2)CC1)c1ccc(OC(F)F)cc1,8,0.91,25,-4,-4,0.92,-3,-1,9
Cc1ccc(NC(=O)c2oc3ccccc3c2NC(=O)C2CCCO2)cc1C (stereo not given),3,1.1,0,-8,-4,0.97,-2,2,-9
O=C(O)/C=C/c1cn(-c2ccccc2)nc1-c1cccc([N+](=O)[O-])c1,-7,1,12,0,3,1.1,6,4,-2
NC(=O)Cc1nc(-c2ccccc2)cs1,-12,1,7,0,-1,1.1,0,-1,-1

Following part:
SMILES,hIAP block,mIAP act,NALP3 yeast inh,A3G deaminase,MIN6 prolif,hIAP act,APOBEC3A inh,SENP1 inh,mIAP block
CSc1nc(=S)n(-c2cc(C)ccc2C)c(C)c1C(C)=O,9,0.97,14,-6,-3,0.91,0,-1,3
CCN(CC)S(=O)(=O)c1ccc(Cl)c(NC(=O)c2ccc(C#N)cc2)c1,-1,1,21,-3,2,1,1,3,0
COc1ccc(-c2csc(NC(=O)Cc3ccccc3F)n2)c(OC)c1,5,1.2,14,-6,-3,0.95,-4,-2,-16
COc1ccc(-c2cc(C(=O)NCc3ccco3)c3ccccc3n2)cc1OC,-1,1,0,-3,0,1,16,-2,-4
COc1ccccc1N(C(=O)c1ccco1)C(C(=O)NC1CCCCC1)c1cc(OC)c(OC)c(OC)c1 (stereo not given),0,1.1,12,3,0,1,4,11,-11
COc1ccc(C(=O)CSc2nnc(NC(=O)C3CC(=O)N(c4cccc(OC)c4)C3)s2)cc1 (stereo not given),12,0.86,-8,-8,3,0.88,-2,1,14
Cc1csc(NC(=O)c2ccc3nc[nH]c3c2)n1,-28,0.97,-5,4,0,1.3,-4,2,3
O=C(Nc1ccc(Cl)c([N+](=O)[O-])c1)c1ccco1,4,1,25,-9,1,0.96,-1,2,0
CC1(C)CC(NC(=O)C2CCC(=O)N(C3CC3)C2)CC(C)(C)C1 (stereo not given),8,0.96,14,-3,-1,0.92,-2,-1,4
Nc1ncc(Br)cc1S(=O)(=O)N1CCCCCC1,0,0.92,53*,-1,2,1,-2,1,8
COc1cc(OC)cc(-c2nnc(Nc3nc4c(F)cccc4s3)o2)c1,-103,0.81,10,-9,-4,2*,3,-48,19
O=C(CC(=O)Nc1ccccc1[N+](=O)[O-])Nc1ccccc1[N+](=O)[O-],-4,1,5,17,-2,1,2,3,-5

Next section:
SMILES,hIAP block,mIAP act,NALP3 yeast inh,A3G deaminase,MIN6 prolif,hIAP act,APOBEC3A inh,SENP1 inh,mIAP block
CC1CN(CCOc2ccccc2-c2ccccc2)CC(C)O1 (stereo not given),-5,0.97,-1,-2,3,1.1,4,2,3
COc1ccc(NC(=S)Nc2ccccc2OC)c(OC)c1,4,0.99,18,-1,-6,0.96,-2,1,1
Cc1cccc(OCc2nc(-c3ccc(-n4cccc4)cc3)no2)c1,6,1,35,-7,0,0.94,-2,2,-3
O=[N+]([O-])c1cc2c(cc1/C=N/Nc1nc(N3CCCC3)nc(N3CCCC3)n1)OCO2,1,0.93,19,-6,-1,0.99,0,1,7
CCN(CC)S(=O)(=O)c1ccc(N2CCOCC2)c(NC(=O)c2cnccn2)c1,-1,1,20,3,2,1,2,3,-1
ClCC1CN(Cc2ccccc2Cl)CCO1 (stereo not given),-1,1.1,-19,-6,-3,1,-5,3,-11
Cc1coc2cc3oc(=O)c(Cc4ccccc4)c(C)c3cc12,-17,1.1,9,-3,-3,1.2,-6,-52,-7
COc1ccc(-c2cc(-c3ccco3)[nH]c(=O)c2C#N)cc1OC,1,0.82,11,3,-2,0.99,15,-35,18
Cc1c(C#N)c2ncn(CCCN(C)C)c(=O)c2n1-c1ccccc1,8,1,13,-2,1,0.92,0,0,-3
CC12CCC(C(=O)NNC(=O)c3ccc(Br)cc3)(OC1=O)C2(C)C (stereo not given),-55,0.97,5,-2,0,1.6,-1,1,3
CCOC(=O)c1[nH]c(C)c(/C(O)=C2\C(=O)C(=O)N(CCN3CCOCC3)C2c2cccs2)c1C (stereo not given),14,1,7,-4,0,0.86,0,-1,0
CC1CCN(C(=O)CNC(=O)CNC(=O)Cc2ccccc2)CC1,0,1,4,-8,-2,1,-2,0,-1

Remaining list, next part.
SMILES,hIAP block,mIAP act,NALP3 yeast inh,A3G deaminase,MIN6 prolif,hIAP act,APOBEC3A inh,SENP1 inh,mIAP block
CN(CC(=O)Nc1ccc(F)c(F)c1F)C(=O)C1CC(=O)N(C2CCCC2)C1 (stereo not given),-2,1,25,-2,-4,1,1,0,0
Cc1nnc(SCc2cccs2)[nH]c1=O,7,0.99,16,-5,0,0.93,-3,-1,0
CC[C@]12c3[nH]c4cc(-c5ccco5)ccc4c3CCN1C(=O)[C@@H](CC(=O)NCc1cccc(C(F)(F)F)c1)C[C@@H]2C(=O)N1CCN(C(=O)C2CC2)CC1,nt,1,nt,-1,nt,nt,0,-34,-3
COc1ccc(CCn2c(NN=C(C)C)nc3c2c(=O)[nH]c(=O)n3C)cc1,-3,0.87,10,0,-3,1,0,4,13
CCN1C(=O)c2cccc3c(S(=O)(=O)Nc4ncccc4C)ccc1c23,9,1.1,-3,-4,-1,0.91,1,-22,-7
CCC1(c2ccc(F)cc2)NC(=O)N(CC(=O)Nc2ccc(N3CCCCC3)cc2)C1=O (stereo not given),13,1,13,-3,-3,0.87,-1,2,-4
Cc1ccc(N2CC(C(=O)N3CCc4ccccc4C3)CC2=O)cc1 (stereo not given),-13,1,19,-4,-1,1.1,-3,0,-5
O=c1c2ccccc2cnn1Cc1n[nH]c(=S)n1-c1cc(Cl)cc(Cl)c1,9,1.1,26,16,-2,0.91,-4,1,-8
O=C1NC[C@@H](Cc2ccc(O)cc2)N(CCc2cccc(F)c2)C1=O,0,1.1,10,3,-1,1,7,1,-9
Cc1csc(=O)n1CC(=O)OCC(=O)c1c(N)n(C)c(=O)n(C)c1=O,2,0.91,16,-10,4,0.97,-5,0,9
CCOC(=O)C1CCN(C(c2cccs2)c2sc3nc(C)nn3c2O)CC1 (stereo not given),-4,0.99,4,0,0,1,0,2,1
C=CCc1cc(OC)ccc1OCCCCn1cncn1,-1,0.97,32,-11,-1,1,-5,0,3

Remaining list, next part:
SMILES,hIAP block,mIAP act,NALP3 yeast inh,A3G deaminase,MIN6 prolif,hIAP act,APOBEC3A inh,SENP1 inh,mIAP block
CCOC(=O)c1c(-c2ccc(F)cc2)csc1/N=C/N(C)C,6,0.98,-2,-9,-3,0.94,6,0,2
CCN1C(=O)[C@@H]2[C@H](C1=O)[C@@H]1CC(C(=O)OC)=C[C@@H](C(=O)OC)C3C1=C(C(=O)C3(CC)CC)[C@@H]2C (stereo not given in full),8,1,16,-13,-3,0.92,-3,nt,-4
CCOC(=O)CNS(=O)(=O)c1ccc(S(=O)(=O)NC2CC2)cc1,10,0.94,8,-15,-1,0.9,-2,0,6
O=C(N/N=C(\c1ccccc1)c1ccccn1)c1cccc([N+](=O)[O-])c1,-5,0.98,38,-5,-7,1.1,-3,1,2
NC(=S)N/N=C/c1ccc(OC(=O)c2cccnc2)cc1,6,0.95,7,-7,1,0.94,-9,4,5
Cc1ccc(NC(=O)c2cccc3cccnc23)cc1,7,0.89,40,-9,0,0.93,-1,0,11
CCCCN(C(=O)CCC(=O)Nc1cc(C)on1)C(C(=O)NC1CCCC1)c1ccccc1C (stereo not given),18,0.95,21,-10,2,0.82,-3,2,5
COc1cc2c(cc1NC(=S)Nc1cccc3ccccc13)oc1ccccc12,16,0.89,15,-2,-5,0.84,-11,-32,11
CCC(=O)c1ccc(OCC(O)CN2CCN(c3ccccn3)CC2)cc1 (stereo not given),-6,0.95,18,-7,-2,1.1,-5,-2,5
CCOc1ccc2oc(C(=O)NCC3CCCO3)c(C)c2c1 (stereo not given),20,1,22,2,0,0.8,3,-7,-1
O=C(CN1C(=O)C2C3C=CC(C3)C2C1=O)Nc1ccc(F)cc1 (stereo not given),-8,0.97,18,-4,-3,1.1,-5,0,3
CCc1c(O)nc(SCC(=O)Nc2ccccc2)n(C(C)CC)c1=O (stereo not given),-6,0.96,12,4,-4,1.1,-3,2,4

Remaining list, next part:
SMILES,hIAP block,mIAP act,NALP3 yeast inh,A3G deaminase,MIN6 prolif,hIAP act,APOBEC3A inh,SENP1 inh,mIAP block
O=C(/C=C/c1ccccc1)N1CCN(c2c(Cl)cccc2[N+](=O)[O-])CC1,-8,0.89,26,3,-3,1.1,1,0,12
COc1ccc(CCNC(=S)Nc2ccccc2)cc1,0,1.1,1,-3,-6,1,-1,0,-5
CC(=O)NC(Cc1ccccc1)C(=O)OCC(=O)c1ccccc1 (stereo not given),2,0.94,12,-1,0,0.98,-2,1,6
Clc1cccc2sc(-c3nnc(-c4ccccc4)o3)c(Cl)c12,12,0.96,16,-4,-3,0.88,1,-104,4
CC1Cc2ccccc2N1S(=O)(=O)c1cccc(C(=O)c2nccn2C)c1 (stereo not given),13,0.93,23,5,-2,0.87,1,-39,7
O=S(=O)(c1ccccc1)N1CCC2(CC1)OCCN2S(=O)(=O)c1cccs1,13,0.94,15,-4,-2,0.87,0,2,6
COC(=O)c1ccc(CN2CCC(Oc3cccc(C(=O)N4CCCC4)c3)CC2)cc1,-21,0.99,15,-3,1,1.2,-4,-2,1
